H1N1 NS1A inhibition – H1N1 influenza NS1A inhibitors, functional cell based assay (AID 504329); NS1A functional cell-based assay, percent inhibition; higher % means a stronger effect; one-dose inhibition, % at 12.5 µM; IC50 in µM for titrated hits; actives 0.3% (n = 340,000); in the data active = a potency from the dose series; inconclusive = inhibition above about 27% without an active follow-up result; note: strong numbers were not always called active
PhoP GFP inhibition – PhoP regulon inhibitors, Salmonella typhi PhoP promoter GFP reporter, confirmatory (AID 1850); Salmonella Typhi PhoP-promoter GFP reporter, fluorescence, 4 h; higher % means a stronger effect; inhibition, % at 50 µM, or IC50 in µM where a hit was titrated; actives 0.33% (n = 310,000); in the data active = a potency from the dose series; inconclusive = inhibition mostly from about 25% at the one dose, without a potency; inactive = the rest, 99 in 100 with inhibition below about 19%;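 note: 0% = induced wells with vehicle and 100% = uninduced wells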
VEEV TC-83 Vero – inhibitors of VEEV TC-83 cytopathic effect, confirmation, Vero cells (AID 588727). Vero cells, VEEV TC-83 cytopathic effect inhibition; higher % means a stronger effect. inhibition, % at 20 µM, or IC50 in µM where a hit was titrated. actives 0.13% (n = 350,000); in the data active = a potency from the dose series; inconclusive = inhibition mostly from about 14% at the one dose, without a potency; inactive = the rest, 99 in 100 with inhibition below about 12%; note: strong numbers were not always called active
H37Rv inhibition – M. tuberculosis growth inhibition, HTS (AID 449762) | M. tuberculosis H37Rv growth inhibition, 7H9 media; higher % means a stronger effect | actives 0.59% (n = 330,000) | one-dose inhibition, % at 25 µM; IC50 in µM for titrated hits; in the data active = a potency from the dose series; inconclusive = inhibition above about 70% without an active follow-up result;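 note: bacterial growth assessed after seven days of incubation; strong numbers were not always called active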
tuberculosis growth – growth inhibition of non-replicating M. tuberculosis (AID 488890); inhibition, % at 25 µM, or IC50 in µM where a hit was titrated; Mycobacterium tuberculosis non-replicating, growth inhibition; higher % means a stronger effect; actives 0.39% (n = 320,000); in the data active = a potency from the dose series; inconclusive = inhibition mostly from about 82% at the one dose, without a potency; inactive = the rest, 99 in 100 with inhibition below about 76%;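 note: plate controls were DMSO cells for no effect and high antibiotic wells for full effect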
VEEV TC-83 Vero 10K pilot screen – second read-out of VEEV TC-83 Vero, no call of its own (marks repeat the call); inhibition, %; measured here: 10K pilot screen inhibition
Starred values were filed as active, the others as inactive; i = inactive; ? = inconclusive; . = not tested or not shown.

SMILES | H1N1 NS1A inhibition | PhoP GFP inhibition | VEEV TC-83 Vero | H37Rv inhibition | tuberculosis growth | others
CC(C)CN1CCC(=O)N(CCOc2ccccc2)CC1 | 3.0% | -36.0% | 0.5% | -14.2% | -7.2%
Oc1ccc(N=Cc2sc3ccccc3c2Cl)cc1 | 8.6% | -7.2% | i | -15.5% | 72.4% | VEEV TC-83 Vero 10K pilot screen=4.1
CCN(CC)CCOc1nnc(-c2ccc(OC)cc2)c2ccccc12 | 3.4% | 3.8% | i | 7.8% | 7.4%
Clc1ccsc1-c1csc(-c2cccnc2)n1 | -3.0% | 10.3% | 7.2% | 3.5% | 5.7%
CCCCn1c(=N)n(CCOc2ccc(C)cc2)c2ccccc21 | 2.2% | 8.1% | i | 9.2% | 71.6%
CCCc1cc(=O)[nH]c(SCC(=O)c2cc(C)n(CCC)c2C)n1 | 95.6% | 9.0% | 6.9% | -9.1% | -4.7%
CC1CC(C)CN(c2oc(-c3ccco3)nc2C#N)C1 (stereo not drawn) | 4.9% | -6.3% | i | -0.3% | -9.3%
CCN(C(=O)COC(=O)CNC(=O)c1sc2ccccc2c1Cl)C1CCCCC1 | 0.7% | 3.9% | 0.1% | 39.4% | ?
CC1=CC(C)C(COC(=O)CN2CCCCC2)C(C)C1 (stereo not drawn) | -2.9% | 6.5% | 0.1% | -4.6% | -7.5%
CN1CCc2nc3sc(C(=O)NCc4ccccc4)c(N)c3cc2C1 | 3.9% | -8.3% | 0.9% | 6.7% | 42.0% | VEEV TC-83 Vero 10K pilot screen=1.5
CC(=O)c1ccc(N2CCN(C(=O)c3nn(C)c4c3CS(=O)(=O)c3ccccc3-4)CC2)cc1 | 4.4% | -4.7% | 3.7% | 22.6% | 18.9%
COC(=O)c1cnn(-c2nc(-c3ccccc3)cs2)c1N | 2.5% | -1.5% | 0.3% | 7.7% | -14.7%
O=C1C(C=NCc2ccco2)=C(O)c2ccccc21 | 5.2% | -9.6% | 5.2% | 1.2% | 4.3%
COc1cccc(CNc2ncn[nH]2)c1OCc1ccc(F)cc1 | -5.0% | -0.2% | i | -3.0% | -0.4%
Cc1nnc(SC(C)C(=O)NCC2CCCO2)s1 (stereo not drawn) | -0.7% | . | 1.3% | -4.7% | -8.9%
Cc1csc(NC(=O)c2cn3ccccc3n2)n1 | 2.3% | 4.1% | 1.5% | ? | 10.1%
CC(=O)NS(=O)(=O)c1ccc(N=c2ssc3c2-c2cc(C)c(C)cc2NC3(C)C)cc1 | 7.2% | -3.9% | 2.0% | 4.2% | 50.8%
CC(C(=O)N1CCN(C(=O)c2ccco2)CC1)n1sc2ccccc2c1=O (stereo not drawn) | -8.0% | 0.3% | i | 2.1% | -0.6%
O=[N+]([O-])c1cn(-c2nc(-c3ccco3)cc(C(F)(F)F)n2)cn1 | -7.4% | 4.9% | 0.1% | 1.77µM* | 55.5%
CCN(CC(=O)Nc1ccc(NC(C)=O)cc1)C(=O)c1cccc(S(=O)(=O)N2CCCC2)c1 | -12.5% | 0.8% | 2.4% | 0.1% | -3.5%
O=C(COC(=O)Cc1c[nH]c2ccccc12)NC1CCS(=O)(=O)C1 (stereo not drawn) | -10.5% | 0.9% | 0.8% | -2.5% | -4.3%
C=CCOc1ccc(CNc2ccc3[nH]c(=O)[nH]c3c2)cc1 | 10.4% | 5.3% | i | 0.5% | 43.2%
CC(=O)Nc1cccc(NC(=O)CSc2nc3ccccc3o2)c1 | -3.3% | 0.5% | 0.4% | -5.0% | 3.0%
CCCCCCC[C@@H](C/C=C/CCC(=O)O)OC | -12.9% | . | 0.0% | 3.8% | 0.3%
Cc1ccc(C(=O)Nc2ccc(S(=O)(=O)NCc3ccco3)cc2)cc1 | -5.4% | -1.6% | i | 8.1% | 1.5%

The last 2 entries of the section above are carried over, then new ones follow.
SMILES | H1N1 NS1A inhibition | PhoP GFP inhibition | VEEV TC-83 Vero | H37Rv inhibition | tuberculosis growth | others
CCCCCCC[C@@H](C/C=C/CCC(=O)O)OC | -12.9% | . | 0.0% | 3.8% | 0.3%
Cc1ccc(C(=O)Nc2ccc(S(=O)(=O)NCc3ccco3)cc2)cc1 | -5.4% | -1.6% | i | 8.1% | 1.5%
C=CCNC1=C(Cl)C(=O)N(c2cccc(Cl)c2Cl)C1=O | -8.2% | 9.9% | 0.6% | 10.1% | 59.4%
Cc1nn(Cc2ccccc2)c(Cl)c1/C=C/C(=O)OC(C(=O)NC(N)=O)C(C)C (stereo not drawn) | 3.0% | 9.5% | 2.8% | -3.9% | 6.4%
O=[N+]([O-])c1cccc(-n2nnnc2CN2CCCCCC2)c1 | -4.8% | 0.3% | 3.4% | 2.6% | -11.2%
Cc1[nH]nc2c1C(c1cnn(C)c1)C(C#N)=C(N)O2 (stereo not drawn) | -1.5% | -0.7% | 0.5% | 2.8% | 2.6%
COC(=O)c1cc(C#N)c(Oc2ccc(OC)cc2)nc1C | -9.2% | 18.5% | 1.5% | 7.7% | 0.5%
COc1ccccc1CC(=O)Nc1cccc(C(=O)Nc2nccs2)c1 | 2.7% | 3.9% | 3.0% | 9.0% | -4.2%
Cc1ccc(NC(=O)CCN2C(=O)NC3(CCCC3)C2=O)cc1 | -3.6% | . | 1.7% | . | .
Cc1ccn2c(C(=O)NN=C3CCCCCCC3)c(C)nc2c1 | -0.1% | -8.4% | 0.2% | -6.6% | -13.7%
CC1=CC(C)(C)Nc2ccc(Cc3ccc4c(c3)C(C)=CC(C)(C)N4)cc21 | -0.1% | -8.4% | 0.8% | -5.5% | -2.9%
COc1cc(S(=O)(=O)N2CCC(C(N)=O)CC2)c(C)cc1C | 8.8% | 16.1% | 0.3% | 8.8% | -3.5%
CN(C(=S)NC(=O)CCCOc1ccc(Cl)cc1Cl)c1ccccc1 | -8.9% | -0.4% | i | 1.9% | 42.8%
CC1=Nc2cc(C(=O)NCCCN3CCN(C)CC3)ccc2Sc2ccc(C)cc21 | 16.9% | 0.5% | 2.0% | 3.2% | -7.0%
CCN(CC)S(=O)(=O)c1ccc(N(C)C)c(NC(=O)C2CCCC2)c1 | 11.1% | -6.9% | 3.3% | 5.5% | -5.3%
CCOC(=O)C1=C(COC(=O)c2cccc(NC(C)=O)c2)NC(=O)NC1C (stereo not drawn) | -4.4% | 8.9% | 2.0% | -3.3% | -11.3%
O=C(O)C1(P(=O)(c2ccc(Cl)cc2)c2ccc(Cl)cc2)CC1 | -7.8% | -1.3% | 1.6% | -7.0% | -8.9%
Cc1ccc(OCCCC(=O)ON=C(N)c2ccccc2C)cc1 | -12.3% | . | 1.6% | -7.5% | 53.7%
COc1ccc(C(=O)OCC(=O)NCCCc2ccccc2)c(OC)c1 | -3.2% | -3.0% | i | -10.9% | 14.2%
Cc1nnsc1-c1nnc(SCC(=O)c2ccc(F)cc2)n1C1CC1 | -3.3% | -2.8% | i | -5.7% | -0.3%
COc1cc(-c2nc3c4ccccc4nc(=S)n3[nH]2)cc(OC)c1OC | -44.3% | -4.0% | 9.9% | -4.2% | -15.4%
CC(C)NC(=S)N/N=C1\CCCCC1C1CCCCC1 (stereo not drawn) | 5.7% | -2.1% | i | 10.5% | 2.2%
Cc1ccc2c(c1)C1CN(C)CCC1N2C(=O)Cn1nnc(-c2ccccc2F)n1 (stereo not drawn) | 3.8% | 4.8% | 2.1% | -4.7% | 22.2% | VEEV TC-83 Vero 10K pilot screen=0.8
O=C(Nc1ccc(Cl)cc1C(=O)O)c1ccc2c(c1)C(=O)N(Cc1ccco1)C2=O | -1.9% | -5.0% | 0.6% | 3.9% | 31.0%
O=S(=O)(c1ccc2c(c1)N(Cc1ccc(Cl)cc1)C1CCCN21)N1CCOCC1 (stereo not drawn) | 1.9% | -6.6% | 0.8% | 3.3% | 70.5%
CCCN1C(=O)C2C(C(=O)Nc3cccc(OC)c3)C3C=CC2(O3)C1C(=O)NC1CCCCC1 (stereo not drawn) | -0.6% | 1.3% | 1.0% | -2.5% | 10.2%
O=C(c1cccs1)N1CCN(S(=O)(=O)N2CCCCC2)CC1 | 4.8% | -5.4% | i | -11.2% | 5.8%

(more compounds)
SMILES | H1N1 NS1A inhibition | PhoP GFP inhibition | VEEV TC-83 Vero | H37Rv inhibition | tuberculosis growth | others
COc1ccc(C(=O)Nc2cc(C)nn2-c2cccc(F)c2)cc1 | -15.2% | -1.9% | 1.1% | -7.5% | -5.8%
COC(=O)c1csc(S(=O)(=O)N2CCOCC2)c1OC | -8.8% | -5.6% | 1.9% | 7.8% | -9.6%
O=S(=O)(NCCSc1ccc(Cl)cc1)c1ccc2c(c1)OCCO2 | 0.7% | -8.6% | 0.1% | 11.7% | 30.9%
Cc1cnc(C(=O)OCC(=O)c2c(N)n(CC(C)C)c(=O)n(C)c2=O)cn1 | 1.5% | -0.7% | i | 2.4% | -10.0%
Cc1ccc(NC(=O)CSc2nnc(-c3ccc(S(=O)(=O)N4CCCC4)cc3)o2)cc1C | -5.2% | -6.3% | 9.4% | -4.1% | 1.4%
Cc1ccn2c(NC(C)(C)C)c(-c3cccs3)nc2c1 | -17.4% | 2.2% | 0.1% | 1.9% | 45.0%
C=C(C)Cn1c(SCC(=O)N/N=C/c2ccccc2OCC(=O)O)nnc1-c1ccc(Br)cc1 | -10.2% | 1.0% | 0.4% | 2.1% | 12.6%
CCOCCCNC(=O)c1cc(C)nn1-c1ccccc1 | 3.0% | -6.2% | 1.4% | -3.4% | .
CCCOC1OC(=O)c2c1ccc(OC)c2OC (stereo not drawn) | -2.0% | -9.0% | i | 0.5% | -4.1%
CCC(=O)N(Cc1ccco1)C1CC(=O)N(c2ccccc2)C1=O (stereo not drawn) | 3.8% | 6.4% | i | 5.5% | 59.7%
CSc1cc(-c2ccc(Cl)cc2)[nH]c(=O)c1C#N | 1.3% | -2.2% | 1.0% | 2.3% | 6.7%
NC(=O)[C@@H]1CCCNc2c(F)cc([N+](=O)[O-])cc2C(=O)N[C@@H](CO)C(=O)N[C@@H](Cc2ccc(O)cc2)C(=O)N1 | -3.8% | 1.6% | 0.4% | 18.7% | 66.5%
C/C(=N/NS(=O)(=O)c1ccc(Cl)cc1)c1cccc(NC(=O)c2ccncc2)c1 | -8.3% | -4.8% | 7.6% | 13.1% | 8.9%
CCOc1ccc(C(=O)OCC(=O)Nc2ccc3c(c2)OCCO3)cc1OC | -6.5% | . | 0.9% | -1.5% | -19.4%
c1ccc2cc(Cn3ccnc3)ccc2c1 | -9.2% | -12.3% | 0.1% | -22.7% | -24.2%
COC(=O)c1ccccc1NC(=O)Cn1ccnc1 | -2.6% | -2.9% | 1.2% | -6.7% | -9.9%
O=C(Nc1cc2ccccc2oc1=O)C1CCCCC1 | 4.3% | -8.7% | 1.9% | 0.0% | -11.1%
CCOC(=O)N1CCN(C(=O)c2ccc3nc4ccsc4c(=O)n3c2)CC1 | -4.4% | -3.4% | 1.0% | -12.4% | -10.4%

Grouped by structure, those above with a nitro group on carbon (3)
SMILES | H1N1 NS1A inhibition | PhoP GFP inhibition | VEEV TC-83 Vero | H37Rv inhibition | tuberculosis growth | others
O=[N+]([O-])c1cn(-c2nc(-c3ccco3)cc(C(F)(F)F)n2)cn1 | -7.4% | 4.9% | 0.1% | 1.77µM* | 55.5%
O=[N+]([O-])c1cccc(-n2nnnc2CN2CCCCCC2)c1 | -4.8% | 0.3% | 3.4% | 2.6% | -11.2%
NC(=O)[C@@H]1CCCNc2c(F)cc([N+](=O)[O-])cc2C(=O)N[C@@H](CO)C(=O)N[C@@H](Cc2ccc(O)cc2)C(=O)N1 | -3.8% | 1.6% | 0.4% | 18.7% | 66.5%

4 consecutive compounds from above, for reference:
SMILES | H1N1 NS1A inhibition | PhoP GFP inhibition | VEEV TC-83 Vero | H37Rv inhibition | tuberculosis growth | others
C/C(=N/NS(=O)(=O)c1ccc(Cl)cc1)c1cccc(NC(=O)c2ccncc2)c1 | -8.3% | -4.8% | 7.6% | 13.1% | 8.9%
CCOc1ccc(C(=O)OCC(=O)Nc2ccc3c(c2)OCCO3)cc1OC | -6.5% | . | 0.9% | -1.5% | -19.4%
c1ccc2cc(Cn3ccnc3)ccc2c1 | -9.2% | -12.3% | 0.1% | -22.7% | -24.2%
COC(=O)c1ccccc1NC(=O)Cn1ccnc1 | -2.6% | -2.9% | 1.2% | -6.7% | -9.9%

Source: PubChem (Southern Research Specialized Biocontainment Screening Center)
